# M5 ag – CHRM5 agonism in calcium assay. P08912. CHO-K1 hM5 cells, Fluo-8 calcium fluorescence; 0% DMSO wells, 100% maximal acetylcholine response. activation, % at 3 µM. 360,000 tested, 0.19% active. AID 624037;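 active = activation above the run's mean over test compounds plus 3 SD, cut at about 23% in these data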;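 note: signal is peak over basal fluorescence ratio across the kinetic read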
# Target sequence (P08912 whole entry, looked up): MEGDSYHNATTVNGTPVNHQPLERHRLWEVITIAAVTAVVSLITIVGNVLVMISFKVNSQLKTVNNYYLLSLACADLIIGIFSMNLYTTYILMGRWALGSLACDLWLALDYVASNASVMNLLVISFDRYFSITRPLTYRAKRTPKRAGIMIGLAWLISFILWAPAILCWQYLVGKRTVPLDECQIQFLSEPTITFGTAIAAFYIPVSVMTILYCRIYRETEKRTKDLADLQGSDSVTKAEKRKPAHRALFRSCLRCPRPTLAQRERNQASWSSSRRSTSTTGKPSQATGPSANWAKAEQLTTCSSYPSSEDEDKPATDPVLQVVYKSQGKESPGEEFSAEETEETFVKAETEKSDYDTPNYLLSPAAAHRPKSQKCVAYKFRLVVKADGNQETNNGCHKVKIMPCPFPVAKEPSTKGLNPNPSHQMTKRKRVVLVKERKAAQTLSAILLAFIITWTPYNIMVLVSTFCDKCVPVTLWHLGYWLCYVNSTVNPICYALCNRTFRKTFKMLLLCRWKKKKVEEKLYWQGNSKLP
# M1 ag parental – M1 agonist counterscreen hit in parental CHO-K1 cells; Fluo-8 calcium fluorescence; scaled to maximal ATP response, vehicle zero; activation, % at 3 µM; 360,000 tested, 0.48% active; in the data active = activation above about 15%;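 note: untransfected CHO-K1 host cells lacking M1 receptor as counterscreen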
# M5 antag – blocks acetylcholine activation of human M5 receptor; P08912; CHO-hM5 cells, Fluo-8 calcium fluorescence, ACh EC80; inhibition, % at 3 µM; 360,000 tested, 0.59% active; AID 624040;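 active = inhibition above a per-plate cutoff, the mean of that plate's test compounds plus 3 SD, cut at about 27% in these data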;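 note: 0% = acetylcholine EC80 with DMSO and 100% = DMSO without agonist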
# CHRM4 antagonist – blocks acetylcholine activation of human M4 receptor; 360,000 tested, 0.73% active; inhibition, % at 3 µM; CHO-hM4 cells, ACh EC80, Fluo-8 calcium fluorescence; P08173; AID 624125;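 active = inhibition above its plate's cutoff, the mean inhibition of sample wells plus 3 SD, cut at about 27% in these data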;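 note: 0% = acetylcholine EC80 with DMSO and 100% = DMSO without agonist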
# Target sequence (P08173 whole entry, looked up): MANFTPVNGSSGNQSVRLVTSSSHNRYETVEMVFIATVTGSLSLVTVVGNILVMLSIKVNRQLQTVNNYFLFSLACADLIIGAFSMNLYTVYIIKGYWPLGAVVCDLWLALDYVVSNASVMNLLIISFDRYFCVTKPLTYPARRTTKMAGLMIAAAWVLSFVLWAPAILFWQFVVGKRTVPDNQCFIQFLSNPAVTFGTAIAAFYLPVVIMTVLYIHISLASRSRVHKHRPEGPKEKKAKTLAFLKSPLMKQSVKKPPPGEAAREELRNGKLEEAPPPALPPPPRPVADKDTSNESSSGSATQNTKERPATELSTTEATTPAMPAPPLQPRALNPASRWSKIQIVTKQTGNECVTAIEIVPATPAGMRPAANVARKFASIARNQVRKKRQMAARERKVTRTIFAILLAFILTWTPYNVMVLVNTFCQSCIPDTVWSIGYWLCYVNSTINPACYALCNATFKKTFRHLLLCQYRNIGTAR
# M4 ag – agonists of human muscarinic M4 receptor (CHRM4); 360,000 tested, 0.14% active; activation, % at 3 µM; CHO-K1 hM4/Gqi5, Fluo-8 calcium fluorescence; vehicle 0%, full acetylcholine response 100%; P08173;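 active = activation above the run mean over all test wells plus 3 SD, cut at about 32% in these data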;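 note: peak over basal fluorescence ratio per well then scaled between controls; 0% = DMSO wells and 100% = acetylcholine at EC100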
# CHO-K1 Ca antag – M1 antagonist counterscreen hit in parental CHO-K1 cells; ATP-induced calcium, Fluo-8 fluorescence; inhibition, % at 3 µM; 360,000 tested, 0.6% active;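 active = inhibition above a per-plate cutoff, the plate's mean sample inhibition plus 3 SD, cut at about 24% in these data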;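 note: 0% = DMSO plus EC80 ATP and 100% = DMSO alone without ATP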
# M5 PAM – positive allosteric modulators of human muscarinic M5 receptor; CHO-K1 hM5, Fluo-8 calcium, ACh EC20 PAM; 0% = ACh EC20, 100% = ACh EC100; activation, % at 3 µM; 360,000 tested, 0.3% active; AID 624038;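 active = activation above the run cutoff, the mean activation of all test compounds plus 3 SD, cut at about 18% in these data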
#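 Assay system: CHO-K1 hM5 cells. Also added: acetylcholine at EC20 concentration, added after compound. Dosing: 3 µM, single dose. Times: compound preincubation 140 s before EC20 acetylcholine addition. Signal: Fluo-8 calcium fluorescence. Measure: % activation relative to EC20 and EC100 ACh responses. Repeats: singlicate, one well per test compound.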
# CHRM4 PAM – potentiates acetylcholine response at human M4 receptor. CHO-K1 hM4/Gqi5, Fluo-8 calcium fluorescence, ACh EC20; 0% = ACh EC20, 100% = maximal ACh. activation, % at 3 µM. 360,000 tested, 0.4% active. AID 624126;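 active = activation above its plate's cutoff, the mean activation of sample wells plus 3 SD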; note: some results filed as inactive read as strong as hits
# CHO-K1 Ca PAM – M1 PAM counterscreen hit in parental CHO-K1 cells | activation, % at 3 µM | 360,000 tested, 0.02% active | ATP EC20, Fluo-8 calcium fluorescence; 0% at ATP EC20, 100% at ATP max | AID 602247;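 active = activation above the run cutoff, the mean activation of all test compounds plus 3 SD, cut at about 40% in these data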;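 note: peak over basal fluorescence ratio in a 140 s read after ATP addition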
# The depositor's hits bear a star.
# Sequence of screens – M5 ag, M1 ag parental, M5 antag, CHRM4 antagonist, M4 ag, CHO-K1 Ca antag, M5 PAM, CHRM4 PAM, CHO-K1 Ca PAM
Cc1ccnc(NC(=O)CCC(=O)N(CC(=O)NCc2ccc(F)cc2)c2ccc(F)cc2)c1
 : -3.5, 1.4, 15.7, -10.7, -0.7, -6.0, -2.8, -0.5, 6.2
COc1ccc(NC(=O)C2(C)Cc3c(-c4ccc(N(C)C)cc4)ccnc3O2)cc1 (stereo unspecified)
 : -2.1, -0.2, 9.2, -5.0, -1.4, -4.1, -2.3, 4.1, 11.3
Cc1ccc(N=C2NC(=O)C(CC(=O)NCc3ccccc3)S2)cc1C (stereo unspecified)
 : -3.0, 1.1, 7.5, 8.8, 1.4, -10.8, -3.3, 8.8, 12.8
CCNC(=S)NNc1nc(N2CCCCC2)nc(N2CCOCC2)n1
 : -2.8, 0.1, -4.5, -9.0, 1.3, 11.7, 7.2, 6.8, 1.7
CNC(=S)N1C2CCC1CC(NC(=O)NC13CC4CC(CC(C4)C1)C3)C2 (stereo unspecified)
 : -2.3, 0.1, 10.6, 7.3, 0.9, 0.5, -5.8, 18.2, -2.0
CCOc1ccc(-n2c(SCC(=O)NCc3ccco3)nc3c([nH]c4ccccc43)c2=O)cc1
 : -5.1, 0.7, -7.2, -8.9, 11.1, -22.4, -7.1, -0.5, 5.7
CCN1C(=O)/C(=C/c2cnn(CC)c2C)SC1=S
 : -1.6, 0.2, 3.6, -5.9, 1.9, -7.9, -3.3, 4.6, 8.3
CC(C)Oc1ccc(C2CC(=O)NC3=C2C(=O)CCC3)cc1 (stereo unspecified)
 : 1.3, -0.3, -3.7, -1.5, 0.4, 10.6, 1.8, 13.8, -10.5
CC(C)(C)c1ccc(CC(=O)N2CCC2(C)C(=O)NCc2ccc(Cl)cc2)cc1 (stereo unspecified)
 : 0.1, 0.2, -2.7, 1.8, 1.4, 6.2, 1.2, -4.9, 1.2
Fc1cc(Cl)cc2ccc(-c3ccccc3)nc12
 : 0.3, -0.3, -3.0, 0.0, -0.9, 10.3, -3.4, -0.1, -2.1
Cc1ccc(NC(=O)c2ccc(S(=O)(=O)C(F)F)cc2)c(C)c1
 : 0.6, 2.4, -3.2, 9.1, 6.3, 7.0, -5.9, -4.5, -3.5
O=C(CCCNc1ccccc1)N/N=C/c1cccs1
 : -2.1, -0.5, -20.8, -11.7, 0.3, -5.8, 3.0, 4.7, 10.7
CCCC(c1c(C)n(C)n(-c2ccccc2)c1=O)c1c(C)n(C)n(-c2ccccc2)c1=O
 : -3.5, 0.2, 2.6, 10.0, 0.3, -3.9, -0.5, 5.3, 4.7
CC(NC(=O)CCC(=O)Nc1ccccc1O)c1ccccc1 (stereo unspecified)
 : -0.7, 0.3, 5.5, 1.8, 0.2, -11.1, 2.6, -2.3, 9.7
COc1ccc(S(=O)(=O)N2Cc3ccccc3CC2C(=O)Nc2ccc3c(c2)OCO3)cc1 (stereo unspecified)
 : -1.8, 2.8, 8.0, 4.6, 8.9, -6.0, -19.2, -6.7, 7.9
CC(C)NC(=O)c1sc2c(c1C(=O)Nc1cccnc1)CCCC2
 : -0.6, 0.0, 1.9, -0.3, 0.7, 19.1, 5.1, -4.2, -13.7
CCc1ccc(CN(C)C(=O)C2CCC(=O)N(CCCN3CCCC3=O)C2)cc1 (stereo unspecified)
 : -1.9, -0.4, -4.1, -9.8, 1.5, 0.8, 2.1, 11.1, 15.9
O=C(CN1CCN(C(=O)c2cccc(S(=O)(=O)N3CCCC3)c2)CC1)Nc1ccccc1Cl
 : 1.4, 3.1, 5.0, 6.2, 3.8, -10.1, -9.1, -1.3, 3.8
Cc1cc([N+](=O)[O-])ccc1NS(=O)(=O)c1ccccc1
 : 6.6, 5.7, 10.4, -6.2, 8.9, -7.4, -7.1, -3.9, 12.9
O=C1C=C(c2cccc3c2oc2ccccc23)CCC1
 : -9.6, -0.6, 14.4, 8.5, 0.3, -21.3, 2.7, -1.6, 16.2
O=c1c2ccccc2[nH]c(=S)n1CCCN1CCC(Cc2ccccc2)CC1
 : -4.2, 8.3, 11.0, 23.4, 5.0, -11.2, -8.9, -14.4, 10.2
S=C(NCCCNC(=S)Nc1ccccc1)Nc1ccccc1
 : 2.2, 3.2, -7.9, -7.2, 4.0, -3.8, 1.4, 9.6, 13.8
O=C(/C=C/c1ccc(Br)o1)NC(c1ccccc1)c1ccccc1
 : -7.5, 0.0, -2.8, -10.7, -2.1, -0.2, -4.4, 7.4, -0.8
O=[n+]1cc(-c2ccccc2)n([O-])c2c1CCC2
 : -0.6, 0.8, -2.0, 3.4, 1.6, -12.0, 4.7, 3.0, 23.0
O=C(Nc1nccs1)c1cc(Cl)ccc1[N+](=O)[O-]
 : 0.3, -0.2, 2.9, 5.5, 0.3, 16.3, -6.1, -6.0, -13.8
O=[N+]([O-])c1cc(-c2ccc(/C=N/n3cnnc3)o2)ccc1Cl
 : 0.9, 0.0, -8.6, 5.2, 0.5, -1.5, -2.2, 4.5, 11.6
COC(=O)c1ccc2nc(C(C)(C)C)c(Cc3ccc(OC)cc3C)n2c1
 : 1.8, 0.4, 11.5, 0.3, 1.1, -32.3, 5.6, -0.9, 17.1
CCCCCC(=O)N1CC2(CC(c3cccc(NC(=O)CC)c3)=NO2)C[C@H]1C(N)=O (stereo partly specified)
 : 2.4, 0.3, -8.0, 2.0, 1.0, -8.5, 1.5, 2.8, 9.2
COc1ccc([C@@H]2CC=C(C(=O)O)[C@H](c3ccc(Br)cc3)N2S(=O)(=O)c2ccccc2C)cc1
 : -0.7, 1.0, -3.3, -4.7, 1.0, -7.3, -0.6, 1.3, 11.9
Cc1cc(C)n(-c2nc3c(c(=O)[nH]c(=O)n3C)n2CC(O)COc2ccc(Cl)cc2Cl)n1 (stereo unspecified)
 : -10.1, -0.2, -2.2, -11.2, 0.0, -15.8, 21.5*, -0.6, 5.2
COc1ccc(-c2csc(N3CCN(c4cc(C)nc5ccccc45)CC3)n2)cc1OC
 : -2.6, 4.8, 15.2, 12.8, 16.0, 6.1, -19.3, -16.4, 4.0
Cc1ccc(S(=O)(=O)NN=C2CCc3ccccc32)cc1
 : -0.9, 0.9, 2.7, -16.7, 0.5, -6.6, 1.4, 2.6, 17.0
COc1ccc(CCN2C(=O)c3[nH]nc(-c4ccccc4O)c3C2c2cccc(O)c2)cc1OC (stereo unspecified)
 : -5.2, 1.1, -3.1, -1.2, 2.7, -6.7, -19.5, 2.5, 10.0
Cc1cc(NC(=O)CCC(=O)N(CC(=O)NC2CCCC2)c2cccc(F)c2)no1
 : -1.5, 0.5, 6.6, -0.5, 1.6, -10.9, 2.8, 1.9, 24.5
Cc1ccc(Cn2ccc(O)c(Cc3ccccc3)c2=O)cc1
 : -3.7, 4.2, -0.3, -3.6, 2.1, -12.2, -4.8, 6.9, 12.1
Cc1ccc2nc(NC(=O)[C@H](C)N3C(=O)C4CC=CCC4C3=O)sc2c1 (stereo partly specified)
 : -5.8, 1.4, 0.3, -9.4, 5.7, -15.3, -0.9, 8.9, 10.2
O=C(Nc1nc(-c2ccccn2)cs1)c1ccc(Br)s1
 : -5.6, 1.1, 0.4, -14.1, 5.4, 9.3, -3.4, 14.5, 9.4
COc1ccc(N(CC(=O)NC2CC3CCC2C3)S(=O)(=O)c2ccc(C)cc2)cc1 (stereo unspecified)
 : -3.5, -0.8, -2.0, -2.2, 0.3, 2.7, -1.7, -5.2, -9.3
N#Cc1c2n(c(=O)[nH]c1=O)CCCCC2
 : 1.6, 0.9, -5.8, 3.0, 0.3, 1.1, -0.6, 7.0, 0.6
CC(=O)Oc1ccc2oc(=O)c3c(c2c1)CCCN3C(=O)CN1CCOCC1
 : 3.0, 0.7, -9.0, 1.7, 0.4, -9.8, 5.8, 4.2, 14.3
O=S(=O)(NC(=NCCc1ccc(Cl)cc1)c1ccccc1Cl)c1cccs1
 : -2.3, 0.4, 3.5, -5.5, 6.2, 6.8, -3.7, -0.1, 9.3
CS(=O)(=O)Nc1ccccc1C(=O)OCC(=O)N1CCC(c2ccccc2)=N1
 : -2.4, 1.9, 6.9, 9.4, 6.4, -5.7, 0.2, -4.9, -6.7
CCC(=O)Nc1ccc2nc(SCC(=O)N3CCCC3)sc2c1
 : 4.1, 0.1, 0.2, -0.7, 0.2, -10.2, 1.7, 7.9, 7.6
Cc1cc2cc(CCNC(=O)CCCc3ccccc3)c(=O)[nH]c2cc1C
 : -2.3, 4.3, 9.7, 1.4, 5.4, -4.1, -4.0, -0.7, -4.3
O=C(/C=C/c1ccc([N+](=O)[O-])s1)N1CCCCC1
 : -0.7, -0.2, -2.2, 2.3, 0.1, 13.3, 6.8, -0.9, -3.7
N#CCCN(Cc1cccnc1)C(=O)Nc1ccc(Cl)c(Cl)c1
 : -3.8, 0.8, -0.1, 6.0, 2.6, -10.0, -1.5, 0.1, 11.1
COc1ccc(Cl)cc1NC(=O)CCS(=O)(=O)c1cc2c(cc1C)NC(=O)CO2
 : 38.0*, 4.0, 9.0, -3.7, 15.9, 16.4, -23.4, -16.7, 1.1
COC(=O)[C@H](C(C)C)n1c(C)c(C(C)=O)c(C(C)=O)c1C
 : 0.1, 0.7, 3.3, -9.9, 1.6, -16.5, 0.6, 6.3, 26.2
c1ccc(-c2csc(N3CCc4ccccc4C3)n2)cc1
 : 13.4, -0.3, -9.4, -2.9, 0.9, -3.0, 10.7, 16.6, 1.5
O=C1/C(=C\c2ccccn2)SC(=S)N1Nc1ncc(C(F)(F)F)cc1Cl
 : -8.4, -0.6, -10.1, -5.3, -1.9, -5.4, 2.8, -7.0, 8.2
CCOc1cc(/C=N/NC(=O)c2nn(C)cc2Br)ccc1OCc1ccccc1Cl
 : 0.2, 2.4, 3.0, -19.0, 0.5, -7.0, 4.8, 4.7, 4.7
Cc1cc(C)nc(N/N=C2/CCCC/C2=C\c2ccccc2)n1
 : -2.1, 0.3, 0.3, 7.4, 0.8, -14.1, -6.1, -0.9, 21.5
O=C(Nc1ccc(Cl)cc1)Nc1ccccn1
 : 5.0, 2.9, -7.7, -1.1, 1.1, -8.5, 6.2, -1.3, 23.0
Cc1cnn(-c2cc(N/N=C/c3ccc(F)cc3)ncn2)c1
 : 3.0, -0.2, -2.8, 7.3, 1.0, 2.8, -1.1, 16.0, -7.5
O=C(CCS(=O)(=O)c1ccc(Cl)cc1)Oc1ccc2c(c1)OCO2
 : -4.0, 0.1, -2.4, 8.9, 1.3, -0.4, -1.7, 1.2, 0.7
O=C(CN1CCN(Cc2ccc(F)cc2)C1=O)NCc1cccs1
 : -0.6, 0.3, -4.4, -14.3, 1.2, -7.7, 1.7, 5.1, 19.5
CCN(CC)S(=O)(=O)c1ccc(N2CCN(C)CC2)c(NC(=O)COc2ccc(F)cc2Cl)c1
 : -2.8, 1.5, 0.9, -5.4, 5.5, 4.0, -1.0, -7.2, -7.1
CC(=O)c1ccc(N2CCN(C(=S)Nc3ccccc3)CC2)cc1
 : 1.9, 1.9, 2.0, -6.4, 8.0, -4.4, -5.0, -5.2, 4.7
Cc1cc(C(=O)COc2cccnc2[N+](=O)[O-])c(C)n1Cc1cccs1
 : 4.6, 12.3, 17.9, 11.1, 14.9, 3.4, -14.6, -12.0, 2.5
O=C(O)c1ccc(C=C(c2nc3ccccc3s2)c2nc3ccccc3s2)cc1
 : -2.9, 0.4, 8.7, 0.8, 0.6, -14.4, 2.1, -6.4, 19.0
CC(C)NC(=S)NNc1nc2ccccc2s1
 : 0.1, 0.2, 8.0, 4.8, -0.3, -11.7, 4.5, -2.4, 9.3

# Screening data deposited in PubChem by The Scripps Research Institute Molecular Screening Center.
